# Compound activity (PubChem BioAssay)
# ERK AVP block – vasopressin-driven ERK pathway inhibition. Potency, µM (top dose mostly 57.5 µM), for the others: at the top dose activity, negative = inhibition, most hits filed as inhibitors. 72,000 compounds, 0.99% hits. HEK293-V1b, vasopressin-stimulated pERK AlphaScreen; also: % is scaled to controls: 0 for no effect and ±100 for the full control effect; nearly all actives have a fitted effect of over 55% in size
#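 Overnight-seeded V1b-HEK293 cells in 1% FBS got compound, then vasopressin (25 nM final, 5 min, 37C), then lysis buffer. AlphaScreen detection of phospho-ERK; activity normalized to basal and full-stimulation controls.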
# Casp7 inh – caspase-7 (human) inhibition, allosteric or competitive; P55210; recombinant caspase-7, Ac-DEVD-AFC fluorescence rate; Potency, µM (titrated, usually from 57.5 µM), inactives show top-dose activity change, negative = inhibition, hits mostly inhibitors; 75,000 compounds, 0.02% hits; active = well fitted inhibition curve with a large enough effect in the main read-out, with a control signal flat, not every such curve was filed as active; inconclusive = small, poorly fitted or top-dose-only effect, or a change in a side signal; also: % of control where 0% means no effect
# Caspase-1 inhib – allosteric or competitive inhibitors of human caspase-1; 75,000 compounds, 0.03% hits; AID 900; Potency, µM (titrated, usually from 57.5 µM), without a hit: at the top dose activity change, negative = inhibition, hits mostly inhibitors; Caspase-1 enzyme, Ac-WEHD-AFC fluorogenic rate;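 also: plate controls were vehicle for no effect and no substrate for full effect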
# * hit, by the source's call; u = inconclusive; & = joins results of further samples. Unless noted, calls follow the shape of the dose curve; as a rule, active = well fitted curve in the direction sought with a large enough effect; inconclusive = small, poorly fitted or top-dose-only effect, or another doubt; inactive = no such curve, though single readings can be large; an effect the other way counts as inactive or inconclusive. Potency is read from the fitted curve at half-maximal effect. Some of the compounds tested; rates above refer to the full screens.
SMILES,ERK AVP block,Casp7 inh,Caspase-1 inhib
NC(Cn1ccc(=O)c(O)c1)C(=O)O (stereo unspecified),-22%,2%,-2%
CC(=O)OC1C[C@@]2(C)C(c3ccoc3)OC(=O)C3O[C@@]32[C@]2(C)C(OC(C)=O)CC3C(C)(C)C(OC(C)=O)CC(OC(C)=O)[C@@]3(C)C12 (stereo partly specified),4%,-1%,-1%
CC(=O)Oc1cc(OC(C)=O)c2c(c1)OC(c1ccc(OC(C)=O)c(OC(C)=O)c1)C(OC(C)=O)C2 (stereo unspecified),u,-2%&-1%,-2%&3%
Nc1ncnc2c1nc(Br)n2C1CC(O)C(CO)O1 (stereo unspecified),-1%,0%,3%
COc1ccccc1OCC(O)CN1CCN(CC(=O)Nc2c(C)cccc2C)CC1 (stereo unspecified),-28%,-1%,3%
CC1(C)C=Cc2cc3ccc(=O)oc3cc2O1,8%,-8%,-7%
N#Cc1ccc(C23CC4(C2)[C@H](CN(P(=O)(c2ccccc2)c2ccccc2)[C@@H]4c2ccccc2)C3c2ccc(Cl)nc2)cc1 (stereo partly specified),-4%,-3%,-5%
C=C[C@]1(C)CC(=O)[C@@]2(O)[C@@]3(C)C(O)CCC(C)(C)C3C(O)C(OC(C)=O)[C@@]2(C)O1 (stereo partly specified),u,1%,-1%
C[C@]12CCC3c4ccc(OC(=O)c5ccccc5)cc4CCC3C1CCC2=O (stereo partly specified),-2%,0%,0%
Oc1ccc(C2Oc3cc(O)cc(O)c3CC2O)cc1 (stereo unspecified),-2%,0%,-1%
c1ccc2c(c1)CN1CCCC1=N2,-4%&17%,-1%&-3%,0%&-3%
C[C@H]1C2=C3C(C[C@H]4C(=O)N(c5ccccc5)C(=O)[C@H]4[C@H]3[C@@]3(Cc4ccccc4)C(=NCCc4c[nH]c5ccccc45)OC(=O)N3C2=O)[C@H]2C(=O)N(c3ccccc3)C(=O)[C@H]21 (stereo partly specified),6%,-4%,-2%
CC1CC2(C)Oc3ccccc3C3OCC1(COC(=O)Nc1ccccc1)C(C)C32 (stereo unspecified),-8%,0%,-4%
Cn1c(N)cc(=O)n(Cc2ccccc2)c1=O,-10%,1%,3%
COc1cc(OC)c2c(=O)c(-c3ccc4c(c3)OCO4)coc2c1,6%,2%,-2%
CCC1=C2CC[C@H]3C(=O)NC(=O)[C@H]3[C@H]2[C@@]2(C)C(=NCC3CC3)OC(=O)N2C1=O,8%,0%,2%
CCC1=C(OC(=O)N(CC)CC)N2C(=O)OC(=NCCc3c[nH]c4ccccc34)[C@]2(Cc2ccccc2)[C@H]2C1=CC[C@H]1C(=O)N(CC(=O)OC)C(=O)[C@H]12,27%,-3%,-7%
C=CC(C1=CC(=O)C(OC)=C(OC)C1=O)c1ccccc1 (stereo unspecified),-25%,-3%,-1%
COc1cc(OC)c2c(c1Cl)OC1(C2=O)C(O)=CC(=O)CC1C (stereo unspecified),-8%,-2%,0%
COC(=O)N/N=C/C1=C[N+](=O)c2ccccc2[N+]1=O,-2%,-18%,-12%
CCC1=C2CC[C@H]3C(=O)N(CC)C(=O)[C@H]3[C@H]2[C@@]2(Cc3ccccc3)C(=O)N(Cc3ccccc3)C(=O)N2C1=O,-8%,-1%,3%
C=C(C)C1COc2cc3oc(=O)ccc3cc2O1 (stereo unspecified),2%,0%,0%
NCC1O[C@H](O[C@@H]2C(O)[C@H](O[C@H]3OC(CO)C(O)C(N)C3O)[C@@H](N)C[C@H]2N)[C@@H](N)CC1O (stereo partly specified),5%,4%,2%
CCN1CCCC(OC(=O)C(c2ccccc2)c2ccccc2)C1 (stereo unspecified),20%,0%,0%
OC1C2COC(O2)[C@H](O)C1O (stereo partly specified),25%,1%,0%
SMILES,ERK AVP block,Casp7 inh,Caspase-1 inhib
CCC1=C(OC(=O)N(CC)CC)N2C(=O)OC(=NCCOC)[C@]2(C)[C@H]2C1=CC[C@H]1C(=O)NC(=O)[C@H]12,3%,-6%,-8%
O=C(/C=C/c1ccccc1)c1ccc(O)cc1,-4%,-1%,1%
C#CCCCCCCCCCCCC(O)CC(O)CO (stereo unspecified),6%,-3%,-2%
Oc1cc(O)c2c(c1)OC(c1cc(O)c(O)c(O)c1)C(O)C2 (stereo unspecified),-16%,-9%,2%
CC(=O)OCC1OC(n2c(Br)nc3c(=O)[nH]c(N)nc32)C(OC(C)=O)C1OC(C)=O (stereo unspecified),3%,0%,0%
NC(C(=O)O)[C@@H]1CC(Cl)=NO1 (stereo partly specified),0%,-3%,5%
CCC1=C(OC(=O)N(CC)CC)N2C(=O)OC(=NCCc3c[nH]c4ccccc34)[C@]2(C)[C@H]2C1=CC[C@H]1C(=O)NC(=O)[C@H]12,-24%,0%,-1%
COC(=O)[C@@H]1C[C@@]2(O)[C@H](O)[C@H](O)[C@H](O)C[C@H]2N1C/C=C/c1ccccc1,8%,-2%,2%
COC1CC(O[C@H]2/C(C)=C/CC3CC(C[C@]4(CCC(C)C(C5CCCCC5)O4)O3)OC(=O)[C@H]3C=C(C)/C(=N/O)C4OC/C(=C\C=C\[C@@H]2C)[C@@]43O)OC(C)C1O (stereo partly specified),7%,-3%,0%
COC(=O)[C@@H]1C[C@H]2CC[C@H](O)C[C@H]2N1Cc1ccccc1OS(=O)(=O)c1ccc(C)cc1,-22%,-5%,-3%
CC(=O)OC1CCC2C3CCc4cc(O)ccc4C3CCC12C (stereo unspecified),u,-7%,-5%
O=C(/C=C/C(=O)Oc1ccccc1C(=O)O)Oc1ccccc1C(=O)O,10%,0%,0%
CCNC(=O)CCC(N)C(=O)O (stereo unspecified),13%,-1%,0%
CC1(C)C(O)C=C[C@@]2(C)C1CC(=O)O[C@@]1(C)C3=CC(=O)OC(c4ccoc4)[C@]3(C)CCC21 (stereo partly specified),-7%,-5%,2%
Nc1ncnc2c1nc(Br)n2C1OC(CO)C(O)C1O (stereo unspecified),-5%,3%,-1%
CN1C(=O)CCC1c1cccnc1 (stereo unspecified),2%&20%,1%&-1%,-1%&2%
Clc1ccc(C2[C@H]3CN(Cc4ccc(-c5ccccc5)cc4)[C@H](c4ccccc4)C34CC2(c2ccccc2)C4)cn1 (stereo partly specified),-15%,-3%,-3%
CC(=O)OC1CC(OC(C)=O)[C@]2(C)C(CC(OC(C)=O)[C@@]3(C)C4=CC(=O)OC(c5ccoc5)[C@]4(C)CCC32)C1(C)C (stereo partly specified),-24%,-1%,1%
COC(=O)c1c(OC)cc2c(c1C)Oc1c(Cl)c(OC(C)=O)c(Cl)c(C)c1C(=O)O2,17%,-1%,-2%
COC(=O)[C@@H]1C[C@@]2(O)[C@H](O)[C@H](O)[C@H](O)C[C@H]2N1Cc1cc(OC)cc(OC)c1,-10%,-4%,-4%
C=C1CCC(O)C/C1=C\C=C1/CCCC2(C)C1CCC2C(C)/C=C/C(C)C(C)C (stereo unspecified),22%,-8%,-6%
C#CCCCCCCCCCCCC(=O)CC(O)COC(C)=O (stereo unspecified),-21%,-1%,-1%
CCC1=C(OC(=O)N(CC)CC)N2C(=O)OC(=NCC(=O)OC)[C@]2(C)[C@H]2C1=CC[C@H]1C(=O)N(CC)C(=O)[C@H]12,11%,-1%,-2%
CSCCC(N)C(=O)NC(CC(C)C)C(=O)NC(Cc1ccccc1)C(=O)O (stereo unspecified),1%,0%,0%
OCc1cc(C(O)CNCCCCCCOCCCCc2ccccc2)ccc1O (stereo unspecified),u,-1%,3%

# Rewritten with two lines to a compound: twelve of the compounds above
# Each structure is followed by: ERK AVP block | Casp7 inh | Caspase-1 inhib
> O=C(/C=C/c1ccccc1)c1ccc(O)cc1
→ -4% | -1% | 1%
> C#CCCCCCCCCCCCC(O)CC(O)CO (stereo unspecified)
→ 6% | -3% | -2%
> Oc1cc(O)c2c(c1)OC(c1cc(O)c(O)c(O)c1)C(O)C2 (stereo unspecified)
→ -16% | -9% | 2%
> CC(=O)OCC1OC(n2c(Br)nc3c(=O)[nH]c(N)nc32)C(OC(C)=O)C1OC(C)=O (stereo unspecified)
→ 3% | 0% | 0%
> NC(C(=O)O)[C@@H]1CC(Cl)=NO1 (stereo partly specified)
→ 0% | -3% | 5%
> CCC1=C(OC(=O)N(CC)CC)N2C(=O)OC(=NCCc3c[nH]c4ccccc34)[C@]2(C)[C@H]2C1=CC[C@H]1C(=O)NC(=O)[C@H]12
→ -24% | 0% | -1%
> COC(=O)[C@@H]1C[C@@]2(O)[C@H](O)[C@H](O)[C@H](O)C[C@H]2N1C/C=C/c1ccccc1
→ 8% | -2% | 2%
> COC1CC(O[C@H]2/C(C)=C/CC3CC(C[C@]4(CCC(C)C(C5CCCCC5)O4)O3)OC(=O)[C@H]3C=C(C)/C(=N/O)C4OC/C(=C\C=C\[C@@H]2C)[C@@]43O)OC(C)C1O (stereo partly specified)
→ 7% | -3% | 0%
> COC(=O)[C@@H]1C[C@H]2CC[C@H](O)C[C@H]2N1Cc1ccccc1OS(=O)(=O)c1ccc(C)cc1
→ -22% | -5% | -3%
> CC(=O)OC1CCC2C3CCc4cc(O)ccc4C3CCC12C (stereo unspecified)
→ u | -7% | -5%
> O=C(/C=C/C(=O)Oc1ccccc1C(=O)O)Oc1ccccc1C(=O)O
→ 10% | 0% | 0%
> CCNC(=O)CCC(N)C(=O)O (stereo unspecified)
→ 13% | -1% | 0%

# Continuation.
SMILES,ERK AVP block,Casp7 inh,Caspase-1 inhib
N#Cc1ccc(C23CC4(C2)[C@H](CN(Cc2ccc(-c5ccccc5)cc2)[C@@H]4c2ccccc2)C3c2ccc(C(F)(F)F)cc2)cc1 (stereo partly specified),14%,0%,-2%
COc1cc(C(C)=O)cc(OC)c1O,-6%,-1%,-2%
COC(=O)[C@@H]1C[C@@H]2CC[C@@H](O)C[C@@H]2N1CC1CCCCC1,20%,-5%,-4%
CC(=O)OC1CC2C(C)(C)C(=O)CC[C@]2(C)C2CC[C@]3(C)C(=CC(=O)OC3c3ccoc3)[C@]12C (stereo partly specified),19%,0%,0%
COC1=CC(C)C2CC3OC(=O)CC4C(C)=C(OC)C(=O)C([C@]2(C)C1=O)[C@]34C (stereo partly specified),7%,0%,2%
CC1=C(C2=C(C)C(C(C)C)C3=C(C(=O)C(O)C3O)C2O)C(O)C2=C(C(O)C(O)C2=O)C1C(C)C (stereo unspecified),-5%,-14%,-8%
COC(=O)[C@@H]1C[C@@]2(O)[C@@H](O)[C@@H](O)[C@@H](O)C[C@H]2N1Cc1ccc(-c2ccccc2)cc1,13%,0%,0%
CCCC(=O)O[C@]1(C(=O)CO)CCC2[C@@H]3CCC4=CC(=O)CC[C@]4(C)C3C(O)C[C@]21C (stereo partly specified),u,2%,1%
Cc1ccc2oc(-c3ccccc3)cc(=O)c2c1,-4%,1%,-1%
O=C(CCc1ccc(O)cc1)c1c(O)cc(O)cc1O[C@@H]1O[C@H](CO)[C@@H](O)[C@H](O)[C@H]1O,-8%,2%,0%
c1ccc(C2[C@H]3CN(CC4CCCCC4)[C@H](c4ccccc4)C34CC2(c2ccccc2)C4)cc1 (stereo partly specified),18%,-2%,2%
O=C1c2ccccc2C(=O)c2c1ccc(O)c2O,u,-26%&-22%,-1%&1%
NC(=O)NCc1ccccc1,14%,-1%,4%
CC[C@@H]1OC(=O)[C@@H](C)[C@H](O[C@H]2C[C@@](C)(OC)[C@@H](O)[C@H](C)O2)C(C)[C@H](O[C@H]2O[C@@H](C)C[C@@H](N(C)C)[C@@H]2O)[C@@](C)(O)C[C@H](C)C(=O)[C@@H](C)[C@H](O)[C@@]1(C)O (stereo partly specified),0%,2%,1%
COc1ccccc1CC(Cc1nc2ccccc2[nH]1)c1nc2ccccc2[nH]1 (stereo unspecified),32µM*,-4%,-4%
O=C(O)c1cc(C(F)(F)F)nc2c(C(F)(F)F)cccc12,-8%,-1%,1%
COC1[C@H](OC(N)=O)C(O)[C@H](Oc2ccc3c(O)c(NC(=O)c4ccc(O)c(CC=C(C)C)c4)c(=O)oc3c2C)OC1(C)C (stereo partly specified),14%,-1%,0%
OCC(O)C(O)[C@H](O[C@H]1OC(CO)C(O)C(O)C1O)[C@H](O)CO (stereo partly specified),0%,0%,1%
COC(=O)[C@@H]1C[C@@]2(O)[C@H](O)[C@H](O)[C@H](O)C[C@H]2N1Cc1c(F)cccc1Cl,35%,-2%,-3%
COC(=O)c1c(C)cc(OC)cc1O,-12%,0%,1%
O=C(O)C(O)[C@@](O)(Cc1ccc(O)cc1)C(=O)O (stereo partly specified),-28%,1%,2%
CC(=O)C1CCC2C3CC=C4CC(O)CC[C@@]4(C)C3CC[C@]12C (stereo partly specified),9%,1%,0%
CNS(=O)(=O)Cc1ccc2[nH]cc(CCN(C)C)c2c1,-5%,1%,-1%
CCCCCCCC/C=C/CCCCCCCCOP(=O)([O-])OCC[N+](C)(C)C,20%,-1%,1%
COC(=O)c1ccc(C23CC4(C2)[C@H](CN(CC2CCCCC2)[C@@H]4c2ccccc2)C3c2ccc(Cl)nc2)cc1 (stereo partly specified),7%,-3%,-5%
CCC1=C2CC[C@H]3C(=O)N(C)C(=O)[C@H]3[C@H]2[C@@]2(C)C(=NCc3ccccc3)OC(=O)N2C1=O,20%,-2%,-2%
COC(=O)c1cccc(C23CC4(C2)[C@H](CN(Cc2cccnc2)[C@@H]4c2ccccc2)C3c2ccc(Cl)nc2)c1 (stereo partly specified),0%,-2%,-6%
